CD40 NFkB inh: CD40 pathway inhibition in BL2 cells. BL2 NF-kB luciferase reporter, CD40L-induced, 4 h. inhibition, % at 10 µM. 0.94% of 83,000 active. AID 1053188;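 active means mean inhibition of at least 50% with a set share of replicates also reaching that level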;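 further: 0% = neutral control wells and 100% = IKK inhibitor VII at 50 µM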
An asterisk follows results filed as active; [ ] = remark or other dose. Not all compounds are listed, so the mix of outcomes need not match the whole.

Start of the data: the first five entries, to show the layout:
No.	Molecule	CD40 NFkB inh
1	CC1=NN(c2cccc(Cl)c2)C(=O)C12CC(C)=C(C)CS2 (stereo unspecified)	9
2	CO[C@@H]1CN(C)C(=O)c2ccc(NS(=O)(=O)c3c(C)noc3C)cc2OC[C@H](C)NC[C@H]1C	-3[25 µM]
3	C[C@@H]1CN([C@H](C)CO)C(=O)c2cc(NS(=O)(=O)c3ccc(Cl)cc3)ccc2O[C@@H](C)CCCCO[C@@H]1CN(C)S(=O)(=O)c1ccccc1	-2
4	COC(=O)c1c(-c2cccs2)csc1NC(=O)c1cccnc1	-25
5	CC(=O)Nc1cc(-c2cccc(CO)c2)cn2c(-c3ccc(C(C)=O)cc3)cnc12	-50

The list itself, from the first entry:
No.	Molecule	CD40 NFkB inh
1	CC1=NN(c2cccc(Cl)c2)C(=O)C12CC(C)=C(C)CS2 (stereo unspecified)	9
2	CO[C@@H]1CN(C)C(=O)c2ccc(NS(=O)(=O)c3c(C)noc3C)cc2OC[C@H](C)NC[C@H]1C	-3[25 µM]
3	C[C@@H]1CN([C@H](C)CO)C(=O)c2cc(NS(=O)(=O)c3ccc(Cl)cc3)ccc2O[C@@H](C)CCCCO[C@@H]1CN(C)S(=O)(=O)c1ccccc1	-2
4	COC(=O)c1c(-c2cccs2)csc1NC(=O)c1cccnc1	-25
5	CC(=O)Nc1cc(-c2cccc(CO)c2)cn2c(-c3ccc(C(C)=O)cc3)cnc12	-50
6	Cc1ccc(N2C(=O)CC(N3CCN/C3=C3\CC/C(=C\c4ccccc4)C3=O)C2=O)cc1 (stereo unspecified)	-8
7	C[C@@H]1CN([C@@H](C)CO)C(=O)c2cc(NC(=O)Nc3ccc4c(c3)OCO4)ccc2O[C@@H]1CN(C)C	9[25 µM]
8	COc1ccc(Cl)cc1NC(=O)COC(=O)CCNC(C)=O	8
9	C[C@@H]1CCCCO[C@H](CN(C)C(=O)Nc2ccc3c(c2)OCO3)[C@H](C)CN([C@@H](C)CO)C(=O)c2cc(NS(=O)(=O)c3ccc(F)cc3)ccc2O1	5[25 µM]
10	Cc1ccc2nc(-c3ccccc3)cc(C(=O)NNC(=O)c3csc(N4CCOCC4)n3)c2c1	-12
11	O=C(C1CC1)N1CCc2sccc2C1c1ccc(Cl)cc1 (stereo unspecified)	-7
12	CCOC(=O)N1CCC(=NNC(N)=O)C1	4
13	Cc1ccc(S(=O)(=O)N2CCN(c3ncnc4ccccc34)CC2)cc1	4
14	CC(=NNC(=O)c1ccc(NS(=O)(=O)c2ccc(Br)cc2)cc1)c1cccnc1	-1
15	Cc1cccc(S(=O)(=O)N2C[C@H]3[C@@H](c4ccccc42)[C@@H](CO)N3C(=O)CC2CC2)c1	3[25 µM]
16	CCCNC(=O)[C@@H]1[C@@H](CO)[C@@H]2Cn3c(ccc(/C=C/c4ccccc4)c3=O)[C@@H]2N1CC1CC1	8[25 µM]
17	O=C(C[C@@H]1CC[C@@H]2[C@H](COC[C@@H](O)CN2CC2CCOCC2)O1)NCC1CCCCC1	1[25 µM]
18	CCCCN1C(=O)Nc2ccccc2S1=O (stereo unspecified)	12
19	CN(C)S(=O)(=O)c1ccc2c(c1)nc(CCC(=O)NCC(=O)Nc1ccc(F)c(F)c1F)n2C	6
20	CC(c1ccccn1)N(CCN(C)C)C(=S)Nc1cccc(F)c1 (stereo unspecified)	18
21	O=C(NCCN1CCCC1)c1cc2c(c(-c3cccc(C4=CCCC4)c3)n1)[C@@H](CCO)N(CC1CC1)C2	-17[25 µM]
22	Cc1nnsc1C(=O)N1CCN(c2cc(C(F)(F)F)ccn2)CC1	2
23	N#CCCn1nc2c(c1N)CCC2	7
24	Cn1c(=O)oc2cc(S(=O)(=O)NCc3ccncc3)ccc21	9
25	COc1ccc(CC(=O)Nc2ccccc2C(=O)NCCc2ccccc2)cc1	-26
26	O=C1C=C(O)c2cccc3cccc1c23	-8
27	CC[C@@H]1CC=CC[C@@H](C)Oc2ccccc2C(=O)N(C)[C@@H](C)C(=O)N1 (mixture of isomers)	4[25 µM]
28	CSc1ncccc1C(=O)OCC(=O)Nc1ccc2c(c1)CCC2	-6
29	Oc1ccc2oc3c(c2c1/C=N/n1cnnc1)CCCC3	7
30	CN(Cc1cn(Cc2ccccc2)nc1-c1ccc2c(c1)OCO2)Cc1nccn1C	-29
31	Cc1c(CCOC(=O)CC23CC4CC(CC(C4)C2)C3)sc[n+]1Cc1ccccc1	38
32	Cc1ccc(Cl)c(OCC(O)CN(CCO)CCO)c1 (stereo unspecified)	8
33	COC(=O)CCC(=O)NNC(=O)c1ccc(Cl)cc1Cl	-2
34	O=C(Nc1ccc2oc(=O)c(C(=O)O)cc2c1)Oc1ccccc1	-1
35	Cc1ccc(CS(=O)Cc2ccc(C(=O)N3CCOCC3)o2)cc1 (stereo unspecified)	2
36	O=C(c1ccc(C23CC4CC(CC(C4)C2)C3)o1)N1CCOCC1	-23
37	CC(NC(=O)COC(=O)c1cc(Cl)nc(Cl)c1)c1ccccc1 (stereo unspecified)	2
38	CCc1ccccc1NC(=O)CN(C)C(=O)CN1C(=O)NC2(CCCCCC2)C1=O	4
39	C/C=C/c1ccc([C@H]2[C@@H](CO)N(C(=O)Cc3cccnc3)[C@H]2CNC(C)=O)cc1	1
40	CCOC(=O)C1=C(N)Oc2c(oc(CO)cc2=O)C1c1ccc(F)c(F)c1 (stereo unspecified)	1
41	COc1ccccc1C1(O)CCN(CCCn2c3ccccc3c3ccccc32)CC1	3[25 µM]
42	CC1(C(=O)NS(=O)(=O)c2ccc(Cl)s2)CCN1C(=O)C1(c2ccc(Cl)cc2)CCC1 (stereo unspecified)	-2
43	Cc1ccc(C2CC(=O)C(C=NCCN3CCN(C(=S)Nc4ccccc4)CC3)=C(O)C2)cc1 (stereo unspecified)	12
44	COc1cc(CN2CCCC(CCC(=O)NCc3ccc(C)o3)C2)cc2c1OCO2 (stereo unspecified)	1
45	CCCn1c(N)c(C(=O)CSc2nnc3ccccn23)c(=O)n(C)c1=O	1
46	CCOC(=O)C1CCN(c2ncnc3c2cnn3-c2ccccc2)CC1	-30
47	Cc1ccc(C)c(NC(=O)CN(C)C(=O)c2nn(C)c(=O)c3ccccc23)c1	6
48	O=C(Nc1ccccc1Cl)N1C[C@@H]2[C@H](c3ccccc31)[C@@H](CO)N2C(=O)c1cccnc1	-9[25 µM]
49	O=S(=O)(c1cccc(-c2nnc(-c3cccnc3)o2)c1)N1CCCCC1	5
50	COc1ccc(CNC(=O)COC(=O)CN2C(=O)C3CC=CCC3C2=O)cc1 (stereo unspecified)	-6
51	CCOCc1c(C(=O)N2CCN(CC(=O)Nc3ccc(F)cc3)CC2)oc2ccccc12	6
52	CCCCn1c(N)c(N(CCC(C)C)C(=O)CC2CCCCC2)c(=O)[nH]c1=O	-3
53	O=C(Nc1cccc(Cl)c1)N1C[C@@H]2[C@H](c3ccccc31)[C@@H](CO)N2C(=O)c1ccncc1	7[25 µM]
54	C[C@H]1CN(C)C(=O)c2ccccc2O[C@@H]1CN(C)C	-30
55	CNC[C@H]1Oc2ccc(NS(=O)(=O)c3ccc(OC)cc3)cc2C(=O)N([C@H](C)CO)C[C@@H]1C	-4[25 µM]
56	CN1C(=O)c2cc(NC(=O)c3cnccn3)ccc2OC[C@@H]2O[C@@H](CC(=O)N[C@H]3CCN(Cc4ccccc4)C3)CC[C@H]21	-26[25 µM]
57	CC(C)(C)S(=O)N1Cc2cc(C(=O)NCc3ccc(Oc4ccccc4)cc3)nc(-c3cccc(C#CCC4CCCC4)c3)c2[C@@H]1CCO (stereo partly specified)	14[25 µM]
58	O=C(NCC(c1ccco1)N1CCc2ccccc21)c1ccccc1Br (stereo unspecified)	-1
59	O=C(CNC(=O)Cc1ccccc1)NCC(=O)OCC(=O)c1ccc(F)cc1	2
60	O=C(/C=C/c1ccccc1)OCc1cncs1	-71

Later entries.
No.	Molecule	CD40 NFkB inh
61	CC1(C)c2ccccc2N2CC(=O)N[C@@]21/C=C/C=C/c1ccccc1	20
62	O=C(N/N=C/c1ccncc1)c1cccc(S(=O)(=O)N2CCCC2)c1	5
63	C[C@H]1CN([C@@H](C)CO)C(=O)Cc2cc(NC(=O)Cn3cnnn3)ccc2O[C@@H]1CN(C)C(=O)Nc1ccc(C(F)(F)F)cc1	-3[25 µM]
64	O=C(COc1cccc2cccnc12)NCc1cccs1	-3
65	Cc1ccccc1Cn1cc(NC(=O)c2cc(C3CC3)on2)cn1	-20
66	N#C[C@@H]1[C@@H](c2ccccc2-c2ccc(F)cc2)[C@H](CO)N1C(=O)Cc1cccnc1	5[25 µM]
67	Cc1cc(C)c2nc(C(F)(F)F)nc(N3CCN(C(=O)c4ccco4)CC3)c2c1	15
68	CN(C)C(=O)[C@@H]1[C@@H](CO)[C@@H]2Cn3c(ccc(C4=CCCCC4)c3=O)[C@H]1N2Cc1ccncc1	-11[25 µM]
69	O=C1CCCCn2cc(nn2)COC[C@H](Cc2ccccc2)N1	7[25 µM]
70	O=C(CN1CCN(C(=O)c2ccccc2)CC1)NC(=O)NCCC1=CCCCC1	2
71	COC(=O)C1CCN(C(=O)COc2cc3sc(C)nc3c3sccc23)CC1	-5
72	N#Cc1ccccc1NS(=O)(=O)c1cc2c3c(c1)CCC(=O)N3CCC2	0
73	O=S(=O)(c1ccccc1)N1CCCCN2[C@@H](CO)[C@H](c3ccc(-c4ccccc4F)cc3)[C@@H]2C1	5[25 µM]
74	COC(=O)C1C/C(=N\NS(=O)(=O)c2ccc(C)cc2)c2ccsc2C1 (stereo unspecified)	9
75	N#C[C@@H]1N[C@H](CO)[C@@H]1c1ccc(-c2cccc(F)c2)cc1	0[25 µM]
76	O=C(c1ccncc1)N1CCN(C(=O)c2ccco2)CC1	3
77	O=C(c1cc(-c2ccccc2)n[nH]1)N1CCN(S(=O)(=O)c2ccccc2)CC1	1
78	C[C@H](NC(=O)[C@@H]1[C@@H](CO)[C@@H]2Cn3c(ccc(C4=CCCC4)c3=O)[C@H]1N2C(=O)C1CC1)c1ccccc1	4[25 µM]
79	COC(=O)C[C@H]1CC[C@H]2[C@H](COc3ccc(NS(=O)(=O)c4ccc(C)cc4)cc3C(=O)N2C)O1	13[25 µM]
80	CCC(Oc1ccc2ccccc2c1)C(=O)O (stereo unspecified)	7
81	CC1C(=O)N2CCCc3cc(NS(=O)(=O)c4ccc([N+](=O)[O-])cc4)cc1c32 (stereo unspecified)	15
82	CNC[C@@H]1OCCCC[C@@H](C)Oc2ccc(N)cc2C(=O)N([C@@H](C)CO)C[C@H]1C	-19[25 µM]
83	c1cncc(-c2nnc3sc(-c4ccco4)nn23)c1	5
84	COc1cc(NC(=O)Cc2nn(C)c(=O)c3ccccc23)cc(OC)c1	48
85	O=C(Nc1cccc(-n2cnnn2)c1)c1cc2ccccc2o1	-13
86	Cc1nonc1CN(C)C(=O)c1cc(COc2ccc(F)cc2Cl)on1	-25
87	Cc1csc(N2CCCC2=O)n1	6
88	COc1ccccc1C(=O)NC(CCSC)C(=O)NCC(c1cccs1)N1CCOCC1 (stereo unspecified)	8
89	COc1ccccc1C(=O)NCCC(=O)NCC1CCCO1 (stereo unspecified)	-3
90	CC(NC(=O)c1cccc(OC2CCN(C3CCN(C)CC3)CC2)c1)c1ccccc1 (stereo unspecified)	-1

A different layout for part of the listing above:
| cpd | CD40 NFkB inh | SMILES |
| --- | --- | --- |
| 72 | 0 | N#Cc1ccccc1NS(=O)(=O)c1cc2c3c(c1)CCC(=O)N3CCC2 |
| 65 | -20 | Cc1ccccc1Cn1cc(NC(=O)c2cc(C3CC3)on2)cn1 |
| 66 | 5[25 µM] | N#C[C@@H]1[C@@H](c2ccccc2-c2ccc(F)cc2)[C@H](CO)N1C(=O)Cc1cccnc1 |
| 80 | 7 | CCC(Oc1ccc2ccccc2c1)C(=O)O (stereo unspecified) |
| 81 | 15 | CC1C(=O)N2CCCc3cc(NS(=O)(=O)c4ccc([N+](=O)[O-])cc4)cc1c32 (stereo unspecified) |
| 73 | 5[25 µM] | O=S(=O)(c1ccccc1)N1CCCCN2[C@@H](CO)[C@H](c3ccc(-c4ccccc4F)cc3)[C@@H]2C1 |

Further results:
No.	Molecule	CD40 NFkB inh
91	CC1=C(C#N)S(=O)(=O)C(C#N)C(c2ccccc2)C1 (stereo unspecified)	11
92	CCC(=O)N(C)C[C@H]1[C@@H](c2ccc(-c3cccc(F)c3)cc2)[C@@H](CO)N1C(C)=O	1[25 µM]
93	c1ncc(CCCC2CCNCC2)[nH]1	6[25 µM]
94	CC1(C)CC2(OC2c2ccccc2)C(=O)c2ccccc21 (stereo unspecified)	11
95	COc1ccc(Cc2nnc(SCC(=O)Nc3cc(Cl)ccc3OC)[nH]c2=O)cc1	-5
96	O=C(NCc1ccccn1)c1c(O)c2cccc3c2n(c1=O)CC3	-28
97	CCCn1c(SCC(=O)Nc2cccc(F)c2)nc(O)cc1=O	3
98	c1cnc(-c2nnc3n2CCCCC3)cn1	6
99	COc1ccccc1C(=O)NCCC(=O)N1CCCC(C)C1 (stereo unspecified)	2
100	O=C(O)COCc1nc2ccccc2s1	1
101	CCOc1ccc(S(=O)(=O)N2CCCCC2)cc1NC(=O)c1c(CC)noc1C	0
102	COc1cccc(/C=N/NC(=O)c2cc3c(OC)cccc3[nH]2)c1OC	9
103	Cc1cc(C)nc(NC2=NCC(=O)N2c2ccc3c(c2)OCCO3)n1	10
104	Cc1cc(NC(=O)CN(C)C)c([N+](=O)[O-])cc1C	4
105	O=C(Nc1ccc(S(=O)(=O)N2CCCC2)cc1)c1cccs1	0
106	COCCNC(=O)c1cc2c(c(-c3cccc(-c4cccc(F)c4)c3)n1)[C@H](CCO)N([S@@](=O)C(C)(C)C)C2	8
107	C[C@@H](NC(=O)C[C@@H]1C=C[C@@H](NC(=O)c2cccnc2)[C@H](CO)O1)c1ccccc1	0[25 µM]
108	O=[N+]([O-])c1ccc(OCCCCN2CCc3ccccc3C2)cc1	17
109	Cc1cc(C)c2c3c(sc2n1)C(=O)N(C)CC(=O)N3	4
110	CCOC(=O)c1c(NC(=O)CC(C)C)sc(C(C)=O)c1C	8
111	CN(C)S(=O)(=O)c1cccc(NC(=O)CCCc2nc3ccccc3c(=O)[nH]2)c1	6
112	Cc1cccc(Cn2nc(C)cc2NC(=O)CCCn2ccc([N+](=O)[O-])n2)c1	-3
113	CCCC(=O)Nc1nnc(SCC)s1	-19
114	Cc1ccn2c(=O)nc(SCC(=O)N3CCCC3)nc2c1	9
115	Nc1ccc(Br)cc1Br	9
116	COc1ccc(Cl)cc1NC(=O)C(C)Sc1nnc(C2CC2)n1C1CC1 (stereo unspecified)	13

Source: PubChem BioAssay
